# Compound activity (PubChem)
# Hsp70 inhibitors = Hsp70 inhibitors, probe displacement, primary screen, biochemical, fluorescence polarization (AID 583); Hsp70 fluorescence polarization probe displacement, mP; higher % means a stronger effect; displacement, % at 20 µM; hits with a dose series show IC50 in µM; actives 0.06% (n = 140,000); in the data active means displacement above about 50%;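 further: plate controls were vehicle for no effect and reference ligand for full effect; a part of the inactive calls stands beside numbers as strong as those of hits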
# Rat MKP-3 inhibitors = MKP-3 phosphatase inhibitors, primary screen, biochemical, rat enzyme, in vitro (AID 425). one-dose inhibition, % at 20 µM; IC50 in µM for titrated hits. actives 0.17% (n = 110,000). recombinant MKP-3 phosphatase activity, fluorescence; higher % means a stronger effect; in the data active means inhibition above about 50%;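 further: plate controls were vehicle for no effect and reference inhibitor for full effect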
# An asterisk follows results filed as active; . = not tested or not shown; & = joins results of further samples.
Hsp70 inhibitors	Rat MKP-3 inhibitors	SMILES
.	-3%	Cc1c(NC(=O)c2ccc3c(c2)OCO3)c(=O)n(-c2ccccc2)n1C
-2.6%	.	CC(C)c1ccc(-c2noc(C3CCCN(S(C)(=O)=O)C3)n2)cc1 (stereo not given)
0.8%	-6%	Cc1cnc(NC(=O)CSc2ncc(-c3ccccc3)n2Cc2ccco2)s1
-0.9%	4%	CCc1nnc(NS(=O)(=O)c2ccc(NC(=O)/C=C/c3cccc([N+](=O)[O-])c3)cc2)s1
0.4%	-11%	CCOC(=O)C1CN(c2cc3c(cc2F)c(=O)c(C(=O)O)cn3CC)OC1C(=O)OCC (stereo not given)
1.4%	3%	Cc1[nH]n(C(C)(C)C)c(=O)c1Sc1ccc(Cl)cc1
-3.6%	-10%	Cc1cc2cc3c(cc2nc1SCC(=O)O)OCCO3
.	-7%	CCOc1ccc(OCC)c(NC(=O)C2CCN(S(=O)(=O)c3c(C)noc3C)CC2)c1
-9.8%	7%	Clc1ccc(C2Nc3ccccc3-n3cccc32)cc1 (stereo not given)
-12%	-5%	NS(=O)(=O)c1ccc(CCNC(=O)COC(=O)C2CCCN2C(=O)c2cccs2)cc1 (stereo not given)
.	3%	COc1ccc(-c2cc(C(F)F)n3ncc(C(=O)N4CCN5CCCC5C4)c3n2)cc1 (stereo not given)
0.2%	-2%	c1ccc2c(c1)OCC(c1nnc3sc(-c4ccc5c(c4)OCO5)nn13)O2 (stereo not given)
-1.6%	5%	O=C(COc1cccc(Cl)c1)Nc1ccc2c(c1)OCCO2
3.1%	5%	O=C1C(=O)N(CCCn2ccnc2)C(c2cccc([N+](=O)[O-])c2)/C1=C(\O)c1ccc(Cl)cc1 (stereo not given)
-0.9%	-6%	Cc1ccc(CC(=O)Nc2cccc(C)n2)cc1
-104%	11%	C=CCN1C(=O)/C(=C\c2ccc(N(CC)CC)cc2O)SC1=S
0.7%	-6%	CCOC(=O)C1CCN(C(c2cccc(OC)c2)c2sc3nc(C)nn3c2O)CC1 (stereo not given)
9.1%	-4%	O=C(COC(=O)CCCN1C(=O)c2ccccc2C1=O)Nc1ncc(Cl)cc1Cl
-4.7%&2.9%	-1%&0%	Cn1ccnc1SCC(=O)c1ccc(Br)cc1
2.1%	0%	O=C(NCC1CCCO1)c1nc2nc(-c3ccccc3)cc(C(F)(F)F)n2n1 (stereo not given)
-2.8%	-9%	O=C(NC1(C(F)(F)F)NC(=O)N(CC2CCCCC2)C1=O)c1ccco1 (stereo not given)
-5.1%	-1%	COCCCNC(=O)C(=O)NCCc1ccc(OC)cc1
5.7%	2%	CC(C)(C)OC(=O)C1C(=O)CC(C)(O)C(C(=O)OC(C)(C)C)C1c1ccccc1 (stereo not given)
-2.3%	-5%	Cc1nc(CNS(=O)(=O)c2ccc3c(c2)OCCO3)cs1
5.9%	-5%	CC1(C)CC(C(CC(=O)O)Cc2ccccc2)CCO1 (stereo not given)
-2.2%	.	CCC(C)n1c(SCC(=O)Nc2ccccc2C(F)(F)F)nc2ccsc2c1=O (stereo not given)
3.3%	0%	Cn1c(=O)oc2cc(S(=O)(=O)NCCN3CCN(c4ccccc4F)CC3)ccc21
1.2%	-4%	CC1CCN(C(=O)c2ccc(N(C)S(=O)(=O)c3ccccc3)cc2)CC1
-6.1%	1%	Cc1cc(C)nc(NS(=O)(=O)c2ccc(N/C=C\C(=O)c3ccc4ccccc4c3)cc2)n1
2.9%	5%	COc1ccc(-n2c(=O)cc(N3CCCCCC3)[nH]c2=O)cc1
-2.1%	1%	O=C(Nc1ccccc1C(=O)Nc1ccccn1)c1ccc([N+](=O)[O-])cc1
-2.4%	0%	O=c1[nH]c(=O)n(-c2ccccc2)c(O)c1C(c1cccnc1)c1c(O)n(-c2ccccc2)c(=O)[nH]c1=O
-0.4%	-1%	Cc1cc(C)c2nc3s/c(=C\c4cc(Br)ccc4O)c(=O)n3c2c1
1.8%	1%	Cc1cc(Nc2ccc(C(=O)O)cc2)n2nc(C)nc2n1
0.2%	-10%	CCCn1c(SCC(=O)Nc2cccc(C(=O)OC)c2)nnc1-c1cccnc1
3.4%	1%	COc1ccc(/C(N)=N/OC(=O)c2ccc(F)cc2)cc1
-2.9%	3%	O=C(Cc1ccc(-n2cccc2)cc1)N1CCN(c2ccccc2F)CC1
2.8%	-3%	CCOC(=O)c1c(-c2cccs2)csc1NC(=O)COC(=O)c1c(C)noc1C
-1.3%	3%	O=C1NC(=O)N(c2ccccc2)C(=O)C1C(c1ccccc1)c1ccccc1 (stereo not given)
-3.6%	1%	Cc1ccc(NC(=O)c2cc(I)ccc2Cl)c([N+](=O)[O-])c1
5.6%	.	COc1ccc(/C=N/n2c(SC)nnc(C(C)(C)C)c2=O)c(OC)c1
6.7%	-7%	Cc1cc(=O)oc(C)c1C(=O)N1CCN(C(c2ccccc2)c2ccccc2)CC1
9.3%	-2%	NC(=O)C1=CN(Cc2ccccc2)C=CC1
2.2%	3%	CC(=O)CC(=O)Nc1cc(C(F)(F)F)ccc1Cl
-3.0%	-5%	CS(=O)(=O)N1CCC(C(=O)N2CCC(Cc3ccccc3)CC2)CC1
-3.6%	5%	COc1ccc(CN2CCN(C3CC4CCC3C4)CC2)c(OC)c1 (stereo not given)
4.4%	2%	O=S(=O)(Nc1cccnc1)c1cc(Cl)ccc1Cl
0.4%	1%	Cc1ccc(S(=O)(=O)Nc2nc3ccccc3nc2NCc2ccco2)cc1C
-3.1%	-9%	CCCNC(=O)N1CCN(S(=O)(=O)c2ccc(C)c(C)c2)CC1
-0.8%	-1%	CCOc1ccc(S(=O)(=O)N(CC(=O)N2CCc3ccccc32)Cc2ccco2)cc1
2.8%	-16%	CCCOc1ccc(C(=O)N2CCN(c3ccc(N)cc3Cl)CC2)cc1
-1.8%	.	CCCNC(=O)c1cn(CC)c2cc(N3CCN(C)CC3)c(F)cc2c1=O
5.3%&-2.4%	-1%&2%	COC(=O)c1ccccc1NC(=O)c1ccc2c(c1)OCCO2
3.0%	-4%	O=C(N/N=C/c1cc(Br)cc(Br)c1O)c1ccc(N2CCCC2=O)cc1
1.0%	0%	Cc1ccc(OCC(=O)O/N=C(\N)c2ccc(Cl)cc2)cc1
-3.5%	-1%	COc1ccc(N(CC(=O)O)S(C)(=O)=O)cc1

# Entries above containing a Cl atom (ten):
Hsp70 inhibitors	Rat MKP-3 inhibitors	SMILES
1.4%	3%	Cc1[nH]n(C(C)(C)C)c(=O)c1Sc1ccc(Cl)cc1
-9.8%	7%	Clc1ccc(C2Nc3ccccc3-n3cccc32)cc1 (stereo not given)
-1.6%	5%	O=C(COc1cccc(Cl)c1)Nc1ccc2c(c1)OCCO2
3.1%	5%	O=C1C(=O)N(CCCn2ccnc2)C(c2cccc([N+](=O)[O-])c2)/C1=C(\O)c1ccc(Cl)cc1 (stereo not given)
9.1%	-4%	O=C(COC(=O)CCCN1C(=O)c2ccccc2C1=O)Nc1ncc(Cl)cc1Cl
-3.6%	1%	Cc1ccc(NC(=O)c2cc(I)ccc2Cl)c([N+](=O)[O-])c1
2.2%	3%	CC(=O)CC(=O)Nc1cc(C(F)(F)F)ccc1Cl
4.4%	2%	O=S(=O)(Nc1cccnc1)c1cc(Cl)ccc1Cl
2.8%	-16%	CCCOc1ccc(C(=O)N2CCN(c3ccc(N)cc3Cl)CC2)cc1
1.0%	0%	Cc1ccc(OCC(=O)O/N=C(\N)c2ccc(Cl)cc2)cc1

# Further structures.
Hsp70 inhibitors	Rat MKP-3 inhibitors	SMILES
4.8%	-7%	CCOC(=O)c1[nH]c(C)c(/C(O)=C2\C(=O)C(=O)N(CCCN(CC)CC)C2c2cccnc2)c1C (stereo not given)
-1.6%	-1%	CC1(C)CC(=O)C(C=NCCN2CCN(CCc3ccccc3)CC2)=C(O)C1
2.8%	1%	COC(=O)C(NC(=O)c1ccccc1Br)C(C)C (stereo not given)
1.9%	-2%	Cc1onc(-c2ccccc2Cl)c1C(=O)N[C@@H](C)c1ccccc1
-2.1%	6%	COC(=O)C1=C(C)NC(C)=C(C(=O)OC)C1c1ccc(-c2ccc(Cl)cc2Cl)o1
-2.2%	5%	C/C(=C1/C(=O)N(c2nc3ccccc3s2)N=C1CSc1ccc(Cl)cc1)N1CCOCC1
2.4%	-2%	Cc1ccc2c(c1)NC(c1cccs1)C1=C(CC(c3ccccc3)CC1=O)N2 (stereo not given)
0.7%	2%	CCN(CC)c1ccc(NC(=O)c2ccc(C(C)C)cc2)cc1
-0.7%	-1%	CCCNC1=CC(=O)C(NCCC)=CC1=O
2.5%	5%	COCc1cc(CN(C)C2CCCCC2)c(O)c2ncccc12
-0.8%	-1%	CCOc1ccccc1NC(=O)C1CN(S(=O)(=O)c2ccccc2)CCN1S(=O)(=O)c1ccccc1 (stereo not given)
-2.5%	.	COc1ccc(Br)cc1CN1CCCC(C(=O)N2CCCCC2)C1 (stereo not given)
-1.8%	-6%	CCC(=O)N1CN(S(=O)(=O)c2ccc(C)cc2)CC1C (stereo not given)
1.0%	1%	COCCn1c(SCc2cccnc2)nnc1-c1c[nH]c2ccccc12
0.2%	0%	Cc1ccc(C)c(NC(=O)C2CC3CCC2C3)c1 (stereo not given)
2.6%	0%	Cc1ccc(CCNC(=O)C2CCCN2S(=O)(=O)c2ccc3c(c2)CCC(=O)N3)cc1 (stereo not given)
-2.9%	.	Cc1ccc(OCC(=O)OCC(=O)c2c(N)n(C)c(=O)n(C)c2=O)cc1C
1.6%	-1%	C=CCOc1ccc(C2C3=C(CC(C)(C)CC3=O)OC3=C2C(=O)CC(C)(C)C3)cc1OCC
2.6%	1%	CCCOC(=O)c1[nH]c2c(c1C)C(=O)CC(c1cc(OC)c(OC)c(OC)c1)C2 (stereo not given)
-0.3%	-1%	O=C(N/N=C/c1ccccc1Br)C(=O)N/N=C/c1ccccc1Br
-4.3%	.	CCN(CC)C(=O)C1CCCN(Cc2sccc2C)C1 (stereo not given)
1.2%	5%	CCOc1ccc(-c2c(C#N)c(N)nc3c2c(=O)n(C)c(=O)n3C)cc1OC
4.0%	-6%	COc1ccccc1NC(=O)NCCCN1CCN(c2cccc(Cl)c2)CC1
-0.2%	-14%	Cc1ccc(C)n1-c1cccc(N)c1

# Sorted by heavy-atom count (ascending): part of the list above
Hsp70 inhibitors	Rat MKP-3 inhibitors	SMILES
-0.2%	-14%	Cc1ccc(C)n1-c1cccc(N)c1
-2.9%	.	Cc1ccc(OCC(=O)OCC(=O)c2c(N)n(C)c(=O)n(C)c2=O)cc1C
1.2%	5%	CCOc1ccc(-c2c(C#N)c(N)nc3c2c(=O)n(C)c(=O)n3C)cc1OC

# (next part)
Hsp70 inhibitors	Rat MKP-3 inhibitors	SMILES
0.4%	-14%	Cn1cc(Cl)c(C(=O)Nc2cccc(Cl)c2Cl)n1
1.3%	-7%	O=C(CCCN=C1NS(=O)(=O)c2ccccc21)OCC(=O)N1CCc2ccccc21
5.3%	-6%	COc1ccccc1-c1cc(C(F)(F)F)nc(N2CCOCC2)n1
0.1%	3%	O=c1c2c(n3nnnc3n1-c1ccccc1)-c1ccccc1CC21CCCC1
0.1%	-1%	Cc1ccc2c(c1)N(CC(=O)OC(CC(C)C)C(=O)NC1CCCC1)C(=O)CO2 (stereo not given)
-1.7%	-1%	Cc1ccnc(NC(=O)Cc2ccc(Br)cc2)c1
3.4%	-11%	O=C(c1ccc2c(c1)OCCO2)C1CCN(S(=O)(=O)c2ccccc2F)CC1
-5.3%	1%	CCCOc1ccccc1C1CC(=O)NC2=C1C(=O)CCC2 (stereo not given)
6.5%	6%	CCOc1ccc(-n2cnnn2)cc1S(=O)(=O)Nc1c(C)cccc1C
7.0%	-4%	Cc1c(C(=O)NCc2ccccn2)sc2nc(-c3ccccc3)cn12
-2.2%	-2%	COc1ccc(OC)c(C(=O)c2nc3c(n2O)CCCCC3)c1
-0.2%	-9%	O=C(CCCCn1c(=O)[nH]c2ccccc2c1=O)N1CCN(c2cccc(C(F)(F)F)c2)CC1
0.7%	4%	COc1ccc(S(=O)(=O)N2CCN(Cc3ccccc3OC)CC2)cc1
-2.9%&-13%	-5%&0%	Cc1nc2sc3c(c2c(=O)[nH]1)CCC3
-5.8%	.	Cc1cccc(N2C(=O)CC(N3CCN(c4ccccc4)CC3)C2=O)c1 (stereo not given)
2.6%	0%	COc1ccc(C(=O)NCc2ccc(C)cc2)cc1OC
5.0%	1%	COc1ccc(/C=N\NC(=O)CNc2ccccc2C)cc1Cl
-1.9%	.	COc1ccc(CCN2C(=O)c3ccncc3C2=O)cc1OC
-2.8%	3%	C=CCn1c(=N)n(CC(O)c2ccc(C)cc2)c2ccccc21 (stereo not given)
-5.8%	-1%	Cc1cc(C)c2c(=O)[nH]n(C(C)C)c2n1
4.5%	.	N#CC1=C(N)OC2=C(C(=O)CC(c3ccco3)C2)C1c1ccc(OCc2c(F)cccc2Cl)cc1 (stereo not given)
4.8%	-8%	CC1CCCCC1NC(=O)CCS(=O)(=O)c1cccc2nonc12 (stereo not given)
0.2%	3%	C1CCN(c2nc3nonc3nc2N2CCCC2)C1
-1.1%	-4%	COc1ccc(OC)c(S(=O)(=O)N2CCC(C(=O)NCc3ccccc3)CC2)c1
2.5%	.	Cc1ccc(CNC(=O)c2ccc3c(=O)n(CC4CCCO4)c(=S)[nH]c3c2)cc1 (stereo not given)
-6.4%	2%	CN(C)c1ccc(/C=C/C(=O)c2cccc([N+](=O)[O-])c2)cc1
-3.0%	3%	COc1ccc(OC)c(S(=O)(=O)Nc2ccccc2SC)c1
2.5%	.	COc1ccc(C(=O)Nc2ccccc2N2CCN(C(=O)C(C)C)CC2)cc1Cl

# A portion of the library; count on the stated rates, not on these rows.
